# High-throughput results as filed in PubChem.
# MT1-MMP act inh – blocks activation of human MT1-MMP | P50281 | HT1080 RFP-PRO-GFP cells, GFP/RFP ratio fluorescence, overnight; percent of plate control window, DMSO zero | GFP/RFP ratio change, % at 20 µM | actives 0.061% (n = 360,000);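 active means GFP/RFP ratio change of at least 30% with cell ATP level not reduced by more than half and red fluorescence within 50% of control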; further: strong numbers were not always called active
#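 Material: RFP-PRO-GFP reporter HT1080 cells. Dosing: single-point 20 µM compound, 1% DMSO. Controls: DMSO and RFP-L50D-GFP cell wells. Timing: cells overnight before dosing, compound overnight, 37 °C, 5% CO2. Measure: GFP/RFP fluorescence ratio.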
# SKN-1 inh – C. elegans SKN-1 inhibition; C. elegans VP596 Pgst-4::GFP/RFP ratio, acrylamide-induced, 24 h; inhibition, % at 21.8 µM; actives 0.49% (n = 360,000); AID 624304;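 active means interference check ratio from 0.5 to 1.5 plus GFP to RFP signal ratio inhibition reaching or exceeding a fixed threshold, cut at about 30% in these data, passing the limit was not always enough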; further: some compounds called inactive have numbers as strong as hits
# Scp-1 inhibitor – blocks human Scp-1 phosphatase activity; Recombinant Scp1, phosphopeptide, malachite green phosphate absorbance; inhibition, % at 20 µM; actives 0.88% (n = 340,000);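 active means inhibition above about 50% at 20 µM, limit read from the data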;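 further: plate controls were DMSO wells with enzyme for no effect and wells lacking enzyme for full effect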
# Target sequence (Q9GZU7 76-261 limits assumed): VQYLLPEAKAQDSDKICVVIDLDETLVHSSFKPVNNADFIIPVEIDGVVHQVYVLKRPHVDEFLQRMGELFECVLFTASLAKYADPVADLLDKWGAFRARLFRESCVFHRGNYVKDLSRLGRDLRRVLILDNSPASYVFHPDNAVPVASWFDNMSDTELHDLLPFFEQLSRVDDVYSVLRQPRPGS
#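 Material: truncated SCP-1 phosphatase (76-261aa) / Buffer or medium: 50 mM Tris acetate pH 5.5, 0.005% Tween-20, 10 mM MgCl2 / Compound dosing: one concentration, 20 µM, with 1.0% DMSO / Incubation: 45 min room-temperature reaction, 5 min colour, 30 min stabiliser / Detection: colorimetric free-phosphate detection, absorbance 630 nm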
# DNMT1 inh – inhibitors of human DNMT1. P26358. DNMT1 molecular beacon, Hinp1I cleavage, fluorescence. inhibition (reported as % activation of signal), % at 10 µM. actives 0.83% (n = 360,000). AID 588458; in the data active means inhibition above about 50%
# NadD block – inhibitors of Staphylococcus aureus NadD; purified NadD enzyme, colorimetric absorbance read-out; inhibition, % at 20 µM; actives 0.78% (n = 360,000); in the data active means inhibition above about 26%; further: some compounds past the cut are filed as inactive
# STEP inh – inhibitors of human striatal-enriched phosphatase STEP | P54829 | recombinant STEP, OMFP fluorogenic substrate, fluorescence | AID 588621 | actives 0.25% (n = 360,000) | inhibition, % at 20 µM;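 active means inhibition at 20 µM, scaled per plate between control wells, above about 37%, limit read from the data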;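 further: 0% = DMSO with enzyme and substrate and 100% = substrate only without enzyme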
# Target sequence (P54829 whole entry, looked up): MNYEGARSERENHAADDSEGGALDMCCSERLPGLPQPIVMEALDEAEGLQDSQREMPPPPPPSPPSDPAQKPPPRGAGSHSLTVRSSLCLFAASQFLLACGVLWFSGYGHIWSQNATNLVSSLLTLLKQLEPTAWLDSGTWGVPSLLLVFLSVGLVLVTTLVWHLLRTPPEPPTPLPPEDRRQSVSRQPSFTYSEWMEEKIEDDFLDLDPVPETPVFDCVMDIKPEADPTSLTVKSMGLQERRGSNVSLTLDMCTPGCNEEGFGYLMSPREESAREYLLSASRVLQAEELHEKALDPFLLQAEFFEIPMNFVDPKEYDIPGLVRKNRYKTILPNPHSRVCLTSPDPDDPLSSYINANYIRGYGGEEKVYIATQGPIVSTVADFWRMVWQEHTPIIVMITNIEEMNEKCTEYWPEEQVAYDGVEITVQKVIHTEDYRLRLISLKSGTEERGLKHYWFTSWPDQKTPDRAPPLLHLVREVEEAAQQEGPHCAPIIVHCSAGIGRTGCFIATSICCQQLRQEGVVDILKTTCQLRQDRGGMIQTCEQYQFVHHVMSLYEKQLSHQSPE
#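 Also added – OMFP at 25 µM · Test system – STEP tyrosine phosphatase · Technique – FITC-channel fluorescence of OMFP product · Schedule – 20 min at room temperature, dark · Evaluation – control-normalized % inhibition with plate pattern correction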
# SUMO1-SIM PPI – modulators of human SUMO1-mediated protein-protein interactions; SUMO1 binding to a labelled peptide, TR-FRET, 1 h; AID 602429; actives 0.33% (n = 360,000); P63165; inhibition, % at 20 µM; in the data active means inhibition above about 37%
# Target sequence (P63165 whole entry, looked up): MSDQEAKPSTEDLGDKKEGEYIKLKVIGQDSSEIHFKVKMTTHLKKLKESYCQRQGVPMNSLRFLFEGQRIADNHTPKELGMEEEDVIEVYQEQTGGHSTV
# NRP1-CendR mod – alters CendR peptide binding to human NRP-1; O14786; FAM-RPARPAR peptide binding to NRP-1, fluorescence polarization; inhibition, % at 25 µM; actives 0.85% (n = 360,000); AID 602438;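 active means inhibition or corrected inhibition above about 18%, plus a signal ratio from 0.5 to 1.5, limit read from the data, passing the limit was not always enough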; further: strong numbers were not always called active
# LMPTP inh – LMPTP (human) inhibition. AID 651560. recombinant LMPTP-A, OMFP fluorogenic substrate, fluorescence intensity. actives 0.22% (n = 360,000). P24666. inhibition, % at 20 µM;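 active means compounds that cut the enzyme signal by at least half of the control window in the single-dose screen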;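 further: plate controls were DMSO wells with enzyme plus substrate for no effect and substrate without enzyme for full effect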
# Target sequence (P24666 whole entry, looked up): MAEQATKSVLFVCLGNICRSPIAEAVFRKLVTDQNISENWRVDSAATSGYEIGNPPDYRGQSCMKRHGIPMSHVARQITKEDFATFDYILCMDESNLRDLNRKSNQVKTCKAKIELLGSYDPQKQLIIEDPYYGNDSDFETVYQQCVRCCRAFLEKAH
#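 Assay system: LMPTP-A phosphatase enzyme | Input: 0.625 nM enzyme | Also added: Fluorogenic phosphatase substrate OMFP at 400 µM final | Compound dosing: One test concentration per compound, 20 µM, with 3% DMSO overall | Schedule: 50 min enzyme reaction at room temperature, protected from light | Signal: Fluorescence intensity | Benchmarks: no-enzyme and uninhibited controls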
# Rpn11 block – Rpn11 (human) deubiquitinase inhibition. O00487. human 26S proteasome, Ub4-pepOG fluorescence polarization; 20S core pre-blocked with epoxomicin. calls only at 20 µM. actives 0.59% (n = 360,000);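 active means inhibition at 20 µM, scaled to each plate's controls, above about 33%, limit read from the data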
# * marks the source's active call; other numbers are inactive results; i = inactive; nt = not tested or not shown; + = active, no number.
1: COCCNC(=O)C(c1ccc(C)cc1)N(Cc1ccco1)C(=O)CCC(=O)Nc1ccccn1 (stereo not drawn)
2: CCc1ccc2[nH]c3nc(C)cc(C)c3c(=O)c2c1
3: Cc1ccnc(SCCn2c(N3CCN(C)CC3)nc3c2c(=O)n(C)c(=O)n3C)n1
4: COCCn1c(C)cc(C(=O)COC(=O)/C=C/c2ccc(OC)cc2OC)c1C
5: COc1cc2c(cc1OC)CN(C(=O)C1(c3ccccc3)CC1)CC2
6: COc1ccccc1OCCn1c(=O)oc2ccc(C)cc21
7: Cc1ccccc1S(=O)(=O)NC(=O)C1(C)CCN1C(=O)COc1ccc(Cl)cc1 (stereo not drawn)
8: C[C@H]1CC[C@]2(O[C@@H](CCO)C[C@@H](O)[C@@H]2O)O1
compound no. | 1 | 2 | 3 | 4 | 5 | 6 | 7 | 8
MT1-MMP act inh | -4 | -14 | -1 | 0 | 3 | 2 | -3 | 0
SKN-1 inh | 9 | 2 | 5 | -3 | -15 | -11 | 12 | -11
Scp-1 inhibitor | 1 | 1 | -3 | -18 | -8 | 9 | nt | -6
DNMT1 inh | -1 | 3 | 0 | -2 | -12 | 6 | 2 | 4
NadD block | 4 | 1 | 0 | -1 | 1 | -3 | -1 | 1
STEP inh | 0 | 2 | -1 | 2 | 0 | -1 | 1 | -4
SUMO1-SIM PPI | 15 | 0 | 5 | -4 | 22 | -1 | 4 | 1
NRP1-CendR mod | 6 | 7 | -4 | 4 | -9 | 2 | 0 | 14
LMPTP inh | -1.8 | -1.5 | -2.0 | 1.7 | 0.9 | -0.5 | -3.2 | -1.8
Rpn11 block | i | i | i | i | i | i | i | i

9: CN(Cc1cccc(F)c1)C(=O)CNS(=O)(=O)c1ccc2ccccc2c1
10: CN(Cc1ccccc1)c1ccc(N2C(=O)CCCC2=O)cc1[N+](=O)[O-]
11: COc1ccc(-c2nc(N)ncc2-c2csc(C)n2)c(O)c1OC
12: CC(C)NC(=O)C(OC(=O)c1ccccc1)C(OC(=O)c1ccccc1)C(=O)O (stereo not drawn)
13: CC(=O)Nc1ccc(S(=O)(=O)N(CC(=O)NC2CC2)Cc2ccccc2)cc1
14: COc1cc(-c2ccc3oc(-c4ccsc4)cc(=O)c3c2)cc(OC)c1OC
15: O=S(=O)(NC12CC3CC(CC(C3)C1)C2)c1ccc(F)cc1
16: Cn1c(=S)sc2ccc3ccccc3c21
compound no. | 9 | 10 | 11 | 12 | 13 | 14 | 15 | 16
MT1-MMP act inh | 6 | 5 | 1 | -6 | -1 | 4 | 6 | 3
SKN-1 inh | 5 | 12 | 15 | 4 | -8 | 2 | -14 | 5
Scp-1 inhibitor | -12 | 0 | -4 | -7 | -2 | -12 | -4 | -8
DNMT1 inh | 0 | 2 | 1 | 2 | 6 | -9 | -2 | 4
NadD block | -7 | -4 | -4 | 6 | 4 | -15 | -7 | 2
STEP inh | -4 | 3 | -2 | -1 | -3 | 3 | 0 | 2
SUMO1-SIM PPI | -1 | -18 | 6 | -2 | 0 | 8 | 0 | -2
NRP1-CendR mod | 1 | 3 | 8 | 4 | 4 | 11 | -4 | -3
LMPTP inh | -2.2 | -0.4 | -1.4 | -1.6 | -1.3 | 5.1 | -0.8 | -0.5
Rpn11 block | i | i | i | i | i | i | i | i

17: CCC1CCCCN1S(=O)(=O)c1ccc(NC(=O)C2CCCO2)cc1 (stereo not drawn)
18: O=C(Nc1nnc(CCN2CCCCC2)s1)c1ccccc1
19: Cc1cc(C)cc(COc2ccc3c(C)c(CC(=O)O)c(=O)oc3c2C)c1
20: O=C1CCCC(O)=C1C=Nc1ccc(O)cc1
21: O=C(COc1ccc(Cl)cc1Cl)Nc1ccccn1
22: CCc1ccc(C)[n+](CC(=O)c2cccs2)c1
23: CCCOc1ccc(/C=C2\SC(N)=NC2=O)cc1OC
24: C=CCn1c(SCc2nc3sc(C(=O)O)c(C)c3c(=O)[nH]2)nnc1-c1ccccc1
compound no. | 17 | 18 | 19 | 20 | 21 | 22 | 23 | 24
MT1-MMP act inh | -2 | 3 | nt | 3 | 7 | -2 | 3 | -4
SKN-1 inh | 1 | -2 | -1 | 14 | 3 | -8 | 15 | -5
Scp-1 inhibitor | -4 | -9 | 44 | -4 | 0 | -11 | -7 | 26
DNMT1 inh | 2 | -2 | 0 | -3 | 13 | 1 | -1 | 7
NadD block | -5 | -6 | 6 | -2 | 0 | 0 | -5 | 2
STEP inh | 1 | 1 | 36 | -1 | -3 | -1 | -1 | -1
SUMO1-SIM PPI | 2 | 1 | 7 | -9 | -1 | -11 | -26 | 6
NRP1-CendR mod | 10 | 2 | 9 | 7 | -4 | -3 | -19 | -8
LMPTP inh | -0.5 | -1.7 | -1.5 | -1.0 | 0.8 | 0.2 | -1.0 | 0.2
Rpn11 block | i | i | i | i | i | i | i | i

25: CC1(CC(=O)N/N=C/c2ccc(-c3ccc(C(=O)O)cc3)o2)OCCO1
26: CN(CCn1ccnc1)Cc1cn(Cc2ccccc2)nc1-c1ccc2c(c1)OCO2
27: Cc1noc(C)c1C(=O)NCCc1ccc(S(N)(=O)=O)cc1
28: CC(C)NC(=O)C(c1ccc(F)cc1)N(C(=O)CCC(=O)Nc1ccccn1)C1CCCC1 (stereo not drawn)
29: COc1ccc(NC(=O)c2ccc(NC(=O)C(C)C)cc2)c([N+](=O)[O-])c1
30: COC(=O)c1sccc1NC(=O)c1ccc(C#N)cc1
31: O=C(NC1CCSc2ccccc21)c1ccccc1Cl (stereo not drawn)
32: CCCCCCNCc1ccc(Br)cc1
compound no. | 25 | 26 | 27 | 28 | 29 | 30 | 31 | 32
MT1-MMP act inh | 4 | 4 | -3 | -4 | -1 | -8 | 0 | 4
SKN-1 inh | 7 | -19 | -7 | 16 | 6 | 2 | 9 | 6
Scp-1 inhibitor | 4 | -14 | -5 | -3 | -5 | 117* | -2 | 0
DNMT1 inh | 3 | 0 | -1 | 3 | -4 | 19 | 1 | 3
NadD block | -2 | -3 | -4 | -3 | -3 | -3 | -5 | -8
STEP inh | -4 | -1 | 0 | -1 | -3 | 98* | -2 | 2
SUMO1-SIM PPI | -10 | -6 | 1 | 3 | -6 | 13 | -1 | 2
NRP1-CendR mod | -1 | -3 | 10 | 1 | -40 | -11 | -21 | 6
LMPTP inh | -0.8 | -1.4 | -0.9 | -0.6 | 0.3 | 1.6 | 0.0 | -2.0
Rpn11 block | i | i | i | i | i | + | i | i

33: O=C1C=C(c2cccc(O)c2)C[C@@H](c2ccc(F)cc2)C1
34: CCOCCn1c(-c2ccccc2)nc2ccccc21
35: S=c1[nH]nc(-c2ccccc2Br)n1Cc1ccccc1
36: CC(C)(CNC(=O)/C=C/c1ccc(F)cc1)CNC(=O)/C=C/c1ccc(F)cc1
37: COc1cccc(OC)c1C(=O)NC(=S)NCc1cccnc1
38: COC(=O)c1ccc(COC(=O)CCC(=O)c2cccs2)cc1
39: COc1ccc(CC(=O)n2[nH]c(=O)ccc2=O)cc1OC
40: COC(=O)[C@]12CCCCC=C1N(CCc1ccc(OC)c(OC)c1)C(=O)[C@H](CC(=O)N1CCCCC1)C2
compound no. | 33 | 34 | 35 | 36 | 37 | 38 | 39 | 40
MT1-MMP act inh | 11 | -3 | 1 | 15 | 2 | 2 | -2 | 1
SKN-1 inh | 14 | -2 | 7 | -1 | -11 | 7 | 14 | -1
Scp-1 inhibitor | 0 | 0 | 4 | -5 | -6 | -7 | -7 | nt
DNMT1 inh | -3 | 0 | 1 | 2 | 0 | -5 | 1 | nt
NadD block | -6 | 0 | 2 | -11 | -10 | -6 | -4 | nt
STEP inh | 0 | -4 | 0 | -2 | 0 | -2 | -1 | nt
SUMO1-SIM PPI | -21 | 0 | 4 | -2 | -1 | 0 | 8 | 0
NRP1-CendR mod | 7 | 8 | 1 | -11 | -4 | 0 | 0 | -4
LMPTP inh | -0.8 | 1.6 | -1.4 | 1.4 | -0.2 | 0.6 | 0.0 | 3.4
Rpn11 block | i | i | i | i | i | i | i | nt

41: Cc1cc(C(=O)N/N=C/c2ccc(OC(=O)c3ccccc3Br)cc2)n[nH]1
42: O=C(NNC(=S)NCC1CCCO1)c1cc(Br)ccc1Cl (stereo not drawn)
43: O=C(CBr)Nc1c2c(nn1-c1ccccc1)CSC2
44: O=C(Nc1ccc(Cl)c(Cl)c1)Nc1ccccc1O
45: COc1ccc(CN2CCC2(C)C(=O)NCCc2c[nH]c3ccccc23)c2ccccc12 (stereo not drawn)
46: O=C(CC1N=C(Cc2ccccc2)NNC1=O)N/N=C/c1ccc([N+](=O)[O-])cc1 (stereo not drawn)
47: O=C(NCc1ccc(Cl)cc1)C1CCN(C(=O)Cc2ccccc2)CC1
48: Cc1cc(C(=O)CSc2ccc(F)cc2)cc(C)c1O
compound no. | 41 | 42 | 43 | 44 | 45 | 46 | 47 | 48
MT1-MMP act inh | 1 | -5 | -2 | 9 | -2 | 0 | 3 | -1
SKN-1 inh | -1 | -2 | 10 | 4 | -9 | -3 | 10 | 4
Scp-1 inhibitor | -3 | -5 | -2 | -8 | nt | -3 | -9 | -9
DNMT1 inh | 2 | 2 | 0 | -11 | 0 | -1 | -2 | 2
NadD block | -3 | 3 | -2 | -6 | 3 | -1 | 7 | -13
STEP inh | 2 | 0 | -2 | -4 | -3 | 3 | -1 | -1
SUMO1-SIM PPI | -1 | -3 | -1 | -1 | -5 | -27 | 0 | -1
NRP1-CendR mod | 11 | 7 | 2 | -4 | -5 | -6 | 7 | 2
LMPTP inh | -0.1 | -1.6 | -1.0 | 6.6 | 2.1 | -2.2 | 0.3 | -1.7
Rpn11 block | i | i | i | i | i | i | i | i

49: COc1ccccc1Cc1nnnn1CC(=O)O
50: O=C(NCC(=O)N(CCc1ccccc1)C(C(=O)NC1CCCC1)c1cccnc1)c1ccco1 (stereo not drawn)
51: CC1CCCN(S(=O)(=O)CCNC(=O)c2ccc3c(c2)OCO3)C1 (stereo not drawn)
52: Cc1csc(SCC(=O)c2c(N)n(C)c(=O)n(C)c2=O)n1
53: O=C(C[n+]1ccc(/C=N/O)cc1)N(Cc1ccccc1)Cc1ccccc1
54: O=C(Nc1cccc(N2C(=O)C3C4C=CC(C4)C3C2=O)c1)c1cccs1 (stereo not drawn)
compound no. | 49 | 50 | 51 | 52 | 53 | 54
MT1-MMP act inh | -1 | -3 | 2 | 2 | 2 | 6
SKN-1 inh | 12 | 10 | 1 | -22 | -3 | 4
Scp-1 inhibitor | -11 | 36 | -6 | -5 | -1 | -5
DNMT1 inh | 4 | -1 | 4 | -1 | -1 | -1
NadD block | 1 | 12 | -7 | -3 | 3 | 8
STEP inh | -4 | -4 | 2 | 0 | 0 | 1
SUMO1-SIM PPI | 2 | -5 | 4 | -2 | -20 | 0
NRP1-CendR mod | -6 | 5 | 2 | 2 | -1 | -12
LMPTP inh | -0.3 | 0.0 | -2.2 | -0.9 | -0.1 | -0.7
Rpn11 block | i | i | i | i | i | i
